Compound activity: PubChem BioAssay, Emory University Molecular Libraries Screening Center
14-3-3 PPI = 14-3-3 gamma protein interaction modulation. AID 422. 0.19% of 160,000 active. inhibition, % at 40 µM. FP, 14-3-3gamma / TMR-pS259-Raf peptide binding; in the data active = inhibition above about 30%;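 note: 0% = protein plus tracer without compound and 100% = blank with tracer alone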
Target sequence (P61981 whole entry, looked up): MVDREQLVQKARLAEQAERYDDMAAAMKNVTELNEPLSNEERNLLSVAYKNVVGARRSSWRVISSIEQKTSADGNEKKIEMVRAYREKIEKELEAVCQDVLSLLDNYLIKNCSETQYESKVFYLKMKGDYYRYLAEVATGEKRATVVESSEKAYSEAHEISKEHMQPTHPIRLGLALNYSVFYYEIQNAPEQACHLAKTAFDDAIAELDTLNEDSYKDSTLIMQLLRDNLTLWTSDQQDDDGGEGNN
Numbers without * were called inactive; & = joins results of further samples. An excerpt; rates above refer to the full screens.

14-3-3 PPI	mol
5	CCOCCn1c(=O)c2c(nc3n2CCN3c2ccc(CC)cc2)n(C)c1=O
-9	COc1ccc(Nc2ncccc2C(=O)Nc2ccccc2)cc1
-7	CC1CCCCN1C(=O)N[C@@H](Cc1ccccc1)C(=O)O (stereo not given in full)
-4	Cc1noc(C)c1COC(=O)c1ccccc1Oc1ccccc1
-79	COc1cccc(-n2c(C)c3c(C)nnc(C)c3c2C)c1
-15	O=C1C2C3C=CC(C3=C3CCCC3)C2C(=O)N1c1cccc(Cl)c1 (stereo not given)
-16	O=C(C1CCN(S(=O)(=O)c2ccc(Br)s2)CC1)N1CCN(Cc2ccccc2)CC1
-3	COC(=O)C1=CNC=C(C(=O)OC)C1c1ccc(C)s1
2	Cc1ccc(NC(=O)CCCN(C)S(=O)(=O)c2ccc(C)cc2)cc1
4	O=c1cc(Nc2ccc3c4c(cccc24)CC3)[nH]c(=O)[nH]1
-3	CCCn1c(CN(Cc2ccccc2)Cc2ccccc2)nc2c1c(=O)n(C)c(=O)n2C
-10	COc1ccccc1N(CC(=O)NCc1ccc(Cl)cc1)S(C)(=O)=O
-41	CCCCc1cc(=O)oc2cc(C)c(CN3CCCC3)c(O)c12
-5	COc1ccc(CNC(=O)C2CCCN(S(=O)(=O)N3CCC(C)CC3)C2)c(OC)c1 (stereo not given)
-16	CCOC(=O)c1c(C)oc2c(CN3CCN(C)CC3)c(Br)c(OC)c(O)c12
-172	Cc1ccc(C(=O)Nc2ccc(-c3nc4ccccc4o3)cc2)cc1Cl
-13	CCc1ccc(C(C)NC(=O)c2cc(C)oc2C)cc1 (stereo not given)
-3	O=C1C2ON(c3ccc(Cl)cc3)C(c3ccc(F)cc3)C2C(=O)N1Cc1ccccc1 (stereo not given)
-3	CCOC(=O)C(C)n1cnc2c(nnn2-c2ccc(C)cc2)c1=O (stereo not given)
-13	CCOC(=O)c1[nH]c(C)c(C(=O)Nc2cc(Cl)ccc2C)c1C
0	CCc1nnc(NS(=O)(=O)c2ccc(N=Cc3ccc([N+](=O)[O-])cc3)cc2)s1
-14	O=S(=O)(c1ccc(-c2csc(=Nc3ccc(F)cc3)n2Cc2ccco2)cc1)N1CCCC1
3	O=c1cc(CSc2ccc(Cl)cc2)nc(N2CCOCC2)[nH]1
4	CCCC(CCC)C(=O)NCCc1cc2cc(C)c(C)cc2[nH]c1=O
-6	CC(C)n1c(CCCO)nc2ccccc21
-13	COc1cccc(C(=O)N(CCCN2C(=O)c3cccc4cccc(c34)C2=O)c2cccc(C)c2)c1
-9	COc1cc(C2C(C(=O)Nc3nc4ccccc4s3)CCC(=O)N2c2ccc3c(c2)OCO3)cc(OC)c1OC (stereo not given)
-6	CCOC(=O)C1CN(c2cc3c(cc2F)c(=O)c(C(=O)O)cn3CC)OC1C(=O)OCC (stereo not given)
3	Cc1ccccc1OCC(=O)Nc1cc(Oc2ccccc2)cc([N+](=O)[O-])c1
23	CS(=O)(=O)c1ccc2nc(NC(=O)c3ccccc3F)sc2c1
-6	Cc1cnc(NC(=O)CSc2ncc(-c3ccccc3)n2Cc2ccco2)s1
-14	CCCn1nc(NC(=O)c2ccncc2)c2cc3ccccc3nc21
10	COC(=O)C1=C(C)NC2=C(C(=O)CC(C)(C)C2)C1c1cccc(F)c1 (stereo not given)
1	Cc1c(NC(=O)c2ccc3c(c2)OCO3)c(=O)n(-c2ccccc2)n1C
-9	CC1CCCC(NC(=O)CNc2ccccc2-c2nc3ccccc3[nH]c2=O)C1C (stereo not given)
-5	CCN(CC)Cc1cc(C(C)=O)ccc1OCC(C)C
-2	CCn1nnc(NC(=O)C(C)Oc2ccc(Cl)cc2Cl)n1 (stereo not given)
-10	Cc1cc2c(=O)oc(-c3cccc4ccccc34)nc2s1
4	Cc1ccc(C(=O)CC2(O)C(=O)Nc3c(C)cccc32)cc1 (stereo not given)
5	COc1ccc(N2CCN(S(=O)(=O)c3ccc(Cl)c(C(F)(F)F)c3)CC2)cc1
-4	CCC1CCCCN1c1nc(-c2ccc([N+](=O)[O-])cc2)nc2ccccc12 (stereo not given)
1	COc1ccc(C2CC(C(F)(F)F)n3ncc(C(=O)Nc4ccc(Cl)c(C(F)(F)F)c4)c3N2)cc1OC (stereo not given)
8	Nc1c(C(=O)NCCc2ccccc2)sc2nc3c(cc12)CCC3
-12	CCOc1ccccc1NC(=O)Cn1c(=O)n(Cc2ccco2)c(=O)c2ccccc21
-3	Clc1ccc(C2Nc3ccccc3-n3cccc32)cc1 (stereo not given)
-9	O=C(CN1CCCCC1)Nc1ccc(Cl)cc1
-10&1	Cc1[nH]n(C(C)(C)C)c(=O)c1Sc1ccc(Cl)cc1
-9	O=C(c1cc(Nc2cccc(C(F)(F)F)c2)nc2ccccc12)N1CCCCC1
4	Cc1ccc(CNC(=O)Cn2c(=O)n(Cc3ccccc3)c(=O)c3ccccc32)cc1
-3&1	CCOc1ccc(OCC)c(NC(=O)C2CCN(S(=O)(=O)c3c(C)noc3C)CC2)c1

Laid out differently: results already given.
| SMILES | 14-3-3 PPI |
| --- | --- |
| CCOCCn1c(=O)c2c(nc3n2CCN3c2ccc(CC)cc2)n(C)c1=O | 5 |
| COc1ccc(Nc2ncccc2C(=O)Nc2ccccc2)cc1 | -9 |
| CC1CCCCN1C(=O)N[C@@H](Cc1ccccc1)C(=O)O (stereo not given in full) | -7 |
| Cc1noc(C)c1COC(=O)c1ccccc1Oc1ccccc1 | -4 |
| COc1cccc(-n2c(C)c3c(C)nnc(C)c3c2C)c1 | -79 |
| O=C1C2C3C=CC(C3=C3CCCC3)C2C(=O)N1c1cccc(Cl)c1 (stereo not given) | -15 |
| O=C(C1CCN(S(=O)(=O)c2ccc(Br)s2)CC1)N1CCN(Cc2ccccc2)CC1 | -16 |
| COC(=O)C1=CNC=C(C(=O)OC)C1c1ccc(C)s1 | -3 |
| Cc1ccc(NC(=O)CCCN(C)S(=O)(=O)c2ccc(C)cc2)cc1 | 2 |
| O=c1cc(Nc2ccc3c4c(cccc24)CC3)[nH]c(=O)[nH]1 | 4 |
| CCCn1c(CN(Cc2ccccc2)Cc2ccccc2)nc2c1c(=O)n(C)c(=O)n2C | -3 |
| COc1ccccc1N(CC(=O)NCc1ccc(Cl)cc1)S(C)(=O)=O | -10 |
| CCCCc1cc(=O)oc2cc(C)c(CN3CCCC3)c(O)c12 | -41 |
| COc1ccc(CNC(=O)C2CCCN(S(=O)(=O)N3CCC(C)CC3)C2)c(OC)c1 (stereo not given) | -5 |
| CCOC(=O)c1c(C)oc2c(CN3CCN(C)CC3)c(Br)c(OC)c(O)c12 | -16 |

Additional results follow:
14-3-3 PPI	mol
-1	CCc1c(C)c2c(C)nn(-c3ccccc3)c2[nH]c1=O
-7	Cc1cc2cc3c(cc2nc1SCC(=O)O)OCCO3
5	CCOC(=O)NC1(Nc2ccc(Cl)cn2)Oc2ccccc2O1
-4	Cc1ccc(-c2ccc(=O)n(CC(=O)N3CCN(Cc4ccccc4)CC3)n2)cc1
0	O=C(CN(c1cc(C(F)(F)F)ccc1Cl)S(=O)(=O)c1ccccc1)N1CCOCC1
-110	CC(=O)N1CCc2c(sc(NC(=O)c3ccc(S(=O)(=O)N4CCCCC4C)cc3)c2C(N)=O)C1 (stereo not given)
-8	COc1ccc(C2NC(=O)NC(C)=C2C(=O)OC2CCC(C)CC2)c(OC)c1 (stereo not given)
-10	O=C(NCCCN1CCN(c2cccc(Cl)c2)CC1)c1cc(-c2cccnc2)nc2ccccc12
4	C=CCNc1nc(-c2ccc(O)c(OC)c2)cs1
-31	CC(C)OC(=O)c1ccc(NC(=O)COc2ccccc2C(C)C)cc1
-7	O=C(Oc1cccc2c(OC(=O)N3CCOCC3)cccc12)N1CCOCC1
4	COc1cc2[nH]c(=S)n(CCC(C)C)c(=O)c2cc1OC
3	COc1ccc(CCNC(=O)C2CCN(S(=O)(=O)N3CCCCC3)CC2)cc1OC
-4	CCCn1nc(Oc2nc(SC)nc(N(C)C)n2)ccc1=O
-2	COc1ccc(CNS(=O)(=O)c2cccnc2)cc1
4	O=c1c2ccccc2nc(N2CCN(c3ccccc3)CC2)n1Cc1ccccc1
0	CCOCCn1c(SCc2ccccc2)nc2c1c(=O)[nH]c(=O)n2C
-8	CC(C)CCn1cnc2c(c1=O)c1nc3ccccc3nc1n2Cc1ccc2c(c1)OCO2
-3	O=C(CCCCCn1c(=O)[nH]c2ccsc2c1=O)N1CCN(c2cccc(C(F)(F)F)c2)CC1
-8	CC1CCCN(C(=O)C2CCN(S(=O)(=O)c3cccc4nsnc34)CC2)C1 (stereo not given)
-97	Cc1nc2cc(C(=O)N3CCOCC3)ccc2n1-c1ccc(C(C)C)cc1
4	Cc1c(S(=O)(=O)N2CCN(C(=O)c3ccco3)CC2)c(=O)n(C)c(=O)n1C
-4	CCCCN(C)S(=O)(=O)c1ccc(C(=O)Nc2nc(-c3ccncc3)cs2)cc1
-8	CCc1ccc(N2C(=O)NC3CC2(C)Oc2ccc(Br)cc23)cc1 (stereo not given)
-2	O=C(O)c1ccc(NS(=O)(=O)c2cccc3cccnc23)cc1
-4	CCC(CC)C(=O)Oc1c(Sc2ccccc2[N+](=O)[O-])c(C)nn1C(C)(C)C
-19	COc1ccc(C2C(C(=O)Nc3cc(OC)ccc3OC)c3ccccc3C(=O)N2Cc2ccc(F)cc2)cc1 (stereo not given)
-18	CCOc1cccc(-c2cc(C(=O)O)c3ccccc3n2)c1
-8	O=C(c1coc2ccc(O)c(CN3CCOCC3)c12)C1CC1
-1	CCSc1nnc(NC(=O)c2cccs2)s1
-2	CN1C2=C(C(=O)CC(C)(C)C2)C(c2ccccc2OCc2ccc(F)cc2)C2=C1CC(C)(C)CC2=O
-3	O=C(COC(=O)C1CC(=O)N(C2CCCCC2)C1)c1ccc(F)cc1 (stereo not given)
-14	N#Cc1c2c(c(=S)n(-c3ccccc3)c1N)CCCC2
-12	CNC(=O)c1cc2cc(Cl)cc(OC)c2oc1=O
-2	O=c1c(/C=N/O)c(Nc2ccccc2)nc2ccccn12
-4	COc1cc2c(C(=O)N3CCN(Cc4ccc5c(c4)OCO5)CC3)cn(CC(C)C)c(=O)c2cc1OC
-9&-4	COc1cc2[nH]c(=S)n(CCN3CCCCC3C)c(=O)c2cc1OC (stereo not given)
1&-1	O=C(NCc1ccc(F)cc1)c1cnc2n(c1=O)CCS2
-6	O=C(NCCn1cc(SCC(=O)N2CCc3ccccc32)c2ccccc21)c1cccs1
0	O=C(CCN(CCO)Cc1ccccc1)Nc1ccc(Br)cc1

Two of these compounds in a different format:
COc1cc2[nH]c(=S)n(CCN3CCCCC3C)c(=O)c2cc1OC (stereo not given)
  14-3-3 PPI: -9&-4
O=C(NCc1ccc(F)cc1)c1cnc2n(c1=O)CCS2
  14-3-3 PPI: 1&-1

Additional results follow:
14-3-3 PPI	mol
1	O=C(NCCCN1CCOCC1)c1cc2cc(Cl)cc(Cl)c2oc1=O
-15	Nc1c(S(=O)(=O)c2cccs2)c2nc3ccccc3nc2n1Cc1cccs1
-3	COc1ccccc1NC(=O)C1=C(C)NC(=O)NC1c1ccc(OC)c(OC)c1 (stereo not given)
-2	COc1ccc(-c2c(C(F)(F)F)oc3cc(OC(=O)c4ccc(F)cc4)ccc3c2=O)cc1OC
-8	Cc1csc(Sc2nc3c(c(=O)[nH]c(=O)n3C)n2CCCc2ccccc2)n1
-3	COc1cccc(Nc2nc(-c3ccc(OC)c(OC)c3)nc3ccccc23)c1
0	Cc1ccc(C(=O)c2oc3c(C)c4oc(=O)cc(C)c4cc3c2C)cc1
-3	CCOCC(=O)Nc1ccc(S(=O)(=O)NCCc2ccccc2)cc1
-3	COc1cc(C)c(Br)cc1S(=O)(=O)N1CCOCC1
2	CCS(=O)(=O)N(C)c1ccc([N+](=O)[O-])cc1
-6&2	COCCCNc1ncnc2c1cnn2-c1ccc(C)cc1C
-11	Cc1cccc(NC(=O)c2cc(S(=O)(=O)NC3CCCC(C)C3C)ccc2F)c1C (stereo not given)
-7	O=C(OCCN1CCCCC1)c1cccc(Br)c1
-2	Oc1ccc(Br)cc1C=Nc1ccc(Br)cc1
-14	COc1ccccc1-c1csc(NC(=O)c2ccc(S(=O)(=O)N3CCCCC3)cc2)n1
-5	Cc1cccc(NC(=O)CCS(=O)(=O)c2ccccc2)c1
-7	CNS(=O)(=O)c1ccc2[nH]c(=O)c(=O)[nH]c2c1
0	CC(C)Cn1cc(C(=O)N2CCN(Cc3ccccc3)CC2)c2c3ccccc3n(C)c2c1=O
-7	COC(=O)c1c(C)n(-c2ccccc2)c2ccc(O)cc12
-15	CC(=O)n1c(SCC(=O)Nc2ccc(OC(F)(F)F)cc2)nc2ccccc21
-5	CC(C)Cn1cc(C(=O)NCCN2CCN(Cc3ccccc3)CC2)c2c3ccccc3n(C)c2c1=O
1	Cn1c2ccccc2c2nnc(SCC(=O)N3CCc4ccccc43)nc21
-5	C=CCNC(=O)C(C)N1C(=O)c2ccccc2C1=O (stereo not given)
-264	Cc1ccc(C2CC(c3ccc(NS(C)(=O)=O)cc3)=NN2S(=O)(=O)c2ccc(F)cc2)cc1 (stereo not given)
-9	COc1cc(C(=O)Nc2ccc3oc(-c4ccc(C(C)(C)C)cc4)nc3c2)cc(OC)c1OC
-49	CC(=O)Nc1cccc(-c2nc3cc(C)ccc3o2)c1C
-7	CCC(=O)N1CCc2cc(S(=O)(=O)NCCCOC(C)C)ccc21
-12	O=[N+]([O-])c1cccc(N(CC(O)CN2CCCC2)S(=O)(=O)c2ccccc2)c1 (stereo not given)
-3	CCOc1cc(S(=O)(=O)NCCN2CCOCC2)c(C)cc1C
-64	Cc1onc(-c2ccccc2)c1C(=O)Nc1sc2c(c1C(N)=O)CCC2
-10	O=C(CSc1nc2ccccc2c(=O)n1Cc1ccc(C(=O)NC2CC2)cc1)NCc1ccco1
-19	O=C(O)CSc1cc(NS(=O)(=O)c2ccc(Cl)cc2)c2ccccc2c1O
-7	CCc1nnc(NC(=O)C(C)N2C(=O)C3C4C=CC(C4)C3C2=O)s1 (stereo not given)
1	CCCCCn1c(CN2CCN(CCO)CC2)nc2c1c(=O)n(C)c(=O)n2C
-8	CCCc1[nH][nH]c(=O)c1C(c1ccccc1)C(C#N)C#N (stereo not given)
3	CCC(N)C12CC3CC(CC(C3)C1)C2 (stereo not given)
-4	Cc1ccc(-n2nc3c(c2NC(=O)c2ccccc2F)CS(=O)C3)cc1 (stereo not given)
-8	COc1ccc(N2CCN(C(=O)Cn3ccc4ccccc4c3=O)CC2)cc1
-4	O=C(COc1ccc(Br)cc1CO)Nc1ccc(F)cc1
